EPAC1 antag – blocks human EPAC1 exchange factor | O95398 | EPAC1 GEF assay, Rap1b-BODIPY-GDP exchange fluorescence | Potency, µM (top dose mostly 115 µM), inactives show top-dose activity change, negative = inhibition, hits mostly inhibitors | 360,000 compounds, 0.14% hits | AID 720709;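 further: plate controls were vehicle for no effect and positive control for full effect; nearly all actives have a fitted effect of over 50% in size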
EPAC2 ag – EPAC2 (human) agonism; Q8WZA2; Potency, µM (highest dose often 154 µM), inactives show at the top dose activation, actives largely listed as activators; EPAC2 activation, biochemical qHTS; response scale: 100% = 6.5 mM cAMP response; AID 720711; 360,000 compounds, 0.079% hits; further: nearly all actives have a fitted effect of over 50% in size
Target sequence (Q8WZA2 whole entry, looked up): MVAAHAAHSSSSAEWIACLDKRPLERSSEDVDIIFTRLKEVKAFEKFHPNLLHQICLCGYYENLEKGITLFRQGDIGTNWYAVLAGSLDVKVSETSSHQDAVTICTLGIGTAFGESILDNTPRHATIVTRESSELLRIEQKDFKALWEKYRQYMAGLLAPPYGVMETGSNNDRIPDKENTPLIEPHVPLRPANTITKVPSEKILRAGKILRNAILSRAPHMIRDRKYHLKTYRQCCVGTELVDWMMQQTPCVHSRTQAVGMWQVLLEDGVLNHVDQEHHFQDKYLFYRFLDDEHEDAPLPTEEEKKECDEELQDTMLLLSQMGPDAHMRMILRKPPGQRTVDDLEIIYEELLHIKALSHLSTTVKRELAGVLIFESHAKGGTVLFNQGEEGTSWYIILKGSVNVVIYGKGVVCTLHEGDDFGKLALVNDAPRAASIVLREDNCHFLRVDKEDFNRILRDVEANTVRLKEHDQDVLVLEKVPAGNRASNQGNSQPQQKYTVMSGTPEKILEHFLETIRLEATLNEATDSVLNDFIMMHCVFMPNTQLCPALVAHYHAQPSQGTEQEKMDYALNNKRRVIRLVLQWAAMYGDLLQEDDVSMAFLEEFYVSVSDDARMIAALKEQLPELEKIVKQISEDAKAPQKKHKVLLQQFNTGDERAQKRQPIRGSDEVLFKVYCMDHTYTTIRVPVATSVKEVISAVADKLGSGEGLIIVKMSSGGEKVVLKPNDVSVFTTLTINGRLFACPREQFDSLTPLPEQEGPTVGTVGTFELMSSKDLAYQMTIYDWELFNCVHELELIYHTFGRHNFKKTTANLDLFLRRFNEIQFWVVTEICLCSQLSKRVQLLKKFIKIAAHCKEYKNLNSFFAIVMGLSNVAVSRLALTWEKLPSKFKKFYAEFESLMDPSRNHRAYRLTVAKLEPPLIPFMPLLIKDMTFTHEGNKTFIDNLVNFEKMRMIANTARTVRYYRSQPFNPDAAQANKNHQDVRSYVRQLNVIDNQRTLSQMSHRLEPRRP
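Compounds were added across a concentration range to EPAC2 (100 nM), RAP1B-BODIPY-GDP (250 nM) and GDP (50 uM). After 5 min at room temperature, fluorescence was recorded at 5-min intervals for 30 min.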
EPAC1 ag – EPAC1 (human) agonism. O95398. EPAC1 agonist qHTS, biochemical assay; response scale: 100% = response to 6.5 mM cAMP. Potency, µM (top dose mostly 154 µM), for the others: top-dose activation, most hits filed as activators. 360,000 compounds, 0.073% hits; further: nearly all actives have a fitted effect of over 60% in size
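EPAC1 100 nM, Rap1B–BODIPY-GDP 250 nM, unlabeled GDP 50 uM; compound titration; 5 min RT; kinetic read ex480/em540 at 5-min intervals ×30 min; data normalized to 6.5 mM cAMP agonist control.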
EPAC2 antagonist – antagonists of human EPAC2; Q8WZA2; EPAC2 GEF exchange of Rap1B-BODIPY-GDP, fluorescence; Potency, µM (highest dose often 114 µM), for the others: top-dose activity, negative = inhibition, most hits filed as inhibitors; 360,000 compounds, 0.18% hits; further: on the % scale 0 is the no-effect control and ±100 the full control effect; nearly all actives have a fitted effect of over 45% in size; many of its hits are not listed in these tables
PTHR1 ag – PTHR1 (human) receptor agonism; Q03431; HEK293 GP2 PTHR1 cells, GloSensor cAMP luminescence, 1 h; Potency, µM (top dose mostly 115 µM), for the others: top-dose activation, hits mostly activators; 410,000 compounds, 0.075% hits; further: nearly all actives have a fitted effect of over 55% in size; some results filed as inactive show a strong effect at the top dose; inactives centre near -15; many of its hits are not listed in these tables
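HEK-293-derived GP2 cells expressing PTHR1 and a GloSensor cAMP reporter, 3,000/well, plated overnight, given luciferin plus IBMX (each 0.5 mM as added) for 1 h at 37 °C, then compound for 1 h at 37 °C. Luminescence was read after 15 min at room temperature.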
TDP43 rescue – inhibitors of TDP-43 toxicity in yeast; TDP-43 expressing yeast growth rescue, BacTiter-Glo, 24 h; Potency, µM (titrated, usually from 46.1 µM), without a hit: top-dose growth rescue (activation), most hits filed as activators; 410,000 compounds, 1.8% hits; AID 652104; further: % of control where 0% means no effect; nearly all actives have a fitted effect of over 50% in size
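Yeast expressing TDP-43 (pregrown in raffinose, seeded at OD600=0.02 in galactose medium) exposed to compounds 24 hr at 30 deg C. Growth read by BacTiter-Glo luminescence; rescue of toxicity appears as increased signal.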
FUS suppressor – rescues growth of FUS-expressing yeast; Potency, µM (highest dose often 76.6 µM), for inactives: at the highest dose growth rescue (activation), usual class: activators; S. cerevisiae FUS-expressing, growth rescue, OD600, 24 h; 390,000 compounds, 0.24% hits;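 further: plate controls were DMSO vehicle for no effect and reference control for full effect; nearly all actives have a fitted effect of over 55% in size; some results filed as inactive show a strong effect at the top dose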
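Restored growth of FUS-toxic S. cerevisiae, read as 600 nm absorbance after 24 h at 30C in galactose medium (starting OD 0.005). Controls CP55940 and DMSO.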
aSyn rescue – rescues yeast growth from alpha-synuclein toxicity; Yeast expressing alpha-synuclein, growth rescue, BacTiter-Glo, 24 h; Potency, µM (doses to about 46.1 µM), inactives show at the top dose growth rescue (activation), hits mostly activators; 370,000 compounds, 0.14% hits; further: % of control where 0% means no effect; nearly all actives have a fitted effect of over 65% in size
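Rescue of yeast growth: cells expressing toxic alpha-synuclein, induced in galactose at OD600 0.02, incubated with compound 24 h at 30 C. ATP luminescence quantified growth; inhibitors of toxicity appear as activators.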
* hit, by the source's call; [ ] = another dose, or the depositor's remark. The call rests on the fitted dose curve; in most records, active means well fitted curve in the direction sought with a large enough effect; inconclusive means small, poorly fitted or top-dose-only effect, or another doubt; inactive means no such curve, though single readings can be large; an effect the other way counts as inactive or inconclusive. Potency means the concentration at half of the fitted maximal effect.

For COc1ccc([N+](=O)[O-])cc1NC(=O)C(C)N(C)Cc1ccc(Br)cc1 (stereo not drawn) the results were EPAC1 antag 15.8%, EPAC2 ag 4.3%, EPAC1 ag -2.3%, EPAC2 antagonist -0.1%, PTHR1 ag -28.5%, TDP43 rescue 15.6%, FUS suppressor 16.3% and aSyn rescue -0.5%.
For CC(=O)NCc1ccc(S(=O)(=O)N/N=C/c2ccc(N(C)C)cc2)cc1 the results were EPAC1 antag -6.0%, EPAC2 ag 0.4%, EPAC1 ag 0.8%, EPAC2 antagonist 18.3%, PTHR1 ag inactive, TDP43 rescue -19.2%, FUS suppressor 15.2% and aSyn rescue -1.3%.
`CCOCCCNC(=O)c1ccccc1NC(=O)C1=C(C)OCCS1` gave EPAC1 antag -25.8%, EPAC2 ag 4.1%, EPAC1 ag 2.9%, EPAC2 antagonist 17.0%, PTHR1 ag inactive, TDP43 rescue -4.3%, FUS suppressor 13.9% and aSyn rescue -9.8%.
Screening COc1ccc(/C=C/C(=O)O)cc1Cl returned EPAC1 antag -4.1%, EPAC2 ag 5.0%, EPAC1 ag 1.2%, EPAC2 antagonist -3.0%, PTHR1 ag inactive, TDP43 rescue inconclusive, FUS suppressor -27.7% and aSyn rescue 2.4%.
For CN(C)C(CNC(=O)c1cccc(S(=O)(=O)Nc2ccc(SC(F)F)cc2)c1)c1ccccc1 (stereo not drawn) the results were EPAC1 antag -20.1%, EPAC2 ag 4.8%, EPAC1 ag 1.4%, EPAC2 antagonist 3.9%, PTHR1 ag -2.6%, TDP43 rescue 4.4%, FUS suppressor 12.9% and aSyn rescue 0.9%.
Screening CC(C)(C)C(=O)OCc1cn(-c2ccc(Cl)cc2)nn1 returned EPAC1 antag 6.8%, EPAC2 ag 4.3%, EPAC1 ag -2.8%, EPAC2 antagonist 4.5%[57.1 µM], PTHR1 ag inactive, TDP43 rescue 14.1%, FUS suppressor 17.5% and aSyn rescue 0.4%.
Screening Cc1cc(C)c2nc3nc(C)c(C)cc3c(N)c2c1 returned EPAC1 antag -14.7%, EPAC2 ag 0.0%, EPAC1 ag -2.6%, EPAC2 antagonist 1.4%, PTHR1 ag inactive, TDP43 rescue -7.9%, FUS suppressor 34.9% and aSyn rescue inconclusive.
Cc1cc(C)c(Cn2cnc3ccccc32)c(C)c1 was read as EPAC1 antag inconclusive, EPAC2 ag 9.1%, EPAC1 ag -0.4%, EPAC2 antagonist -18.7%, PTHR1 ag inactive, TDP43 rescue -2.6%[9.22 µM], FUS suppressor 6.5% and aSyn rescue -9.2%.
CC(=O)NCc1ccc(-c2csc(-c3cccs3)n2)cc1 was read as EPAC1 antag 8.7%, EPAC2 ag 9.3%, EPAC1 ag 5.2%, EPAC2 antagonist -2.8%, PTHR1 ag inactive, TDP43 rescue inconclusive, FUS suppressor -8.0% and aSyn rescue -1.0%.
Screening CCCOc1ccc(N2C(=O)CC(N3CCN(CCN=CC4C(=O)CC(C)(C)CC4=O)CC3)C2=O)cc1 (stereo not drawn) returned EPAC1 antag -10.9%, EPAC2 ag -2.6%, EPAC1 ag 5.0%, EPAC2 antagonist -0.7%, PTHR1 ag inactive, TDP43 rescue 0.2%, FUS suppressor 11.3% and aSyn rescue 5.0%.
O=C(Cn1cncn1)NCc1cccc(OC(F)F)c1 was read as EPAC1 antag 14.1%, EPAC2 ag 2.9%, EPAC1 ag 13.0%, EPAC2 antagonist -2.1%, PTHR1 ag -21.1%, TDP43 rescue -15.4%, FUS suppressor -3.1% and aSyn rescue -7.7%.
For NNC(=O)CNC(=O)C12CC3CC(CC(C3)C1)C2 the results were EPAC1 antag -8.2%, EPAC2 ag 1.5%, EPAC1 ag -6.1%, EPAC2 antagonist 10.0%, PTHR1 ag inactive, TDP43 rescue -17.2%, FUS suppressor 14.7% and aSyn rescue -1.1%.
Screening Cc1c2c(nc3c(C(=O)NC4CC4)cnn13)CCCC2 returned EPAC1 antag 14.0%, EPAC2 ag 3.9%, EPAC1 ag -1.7%, EPAC2 antagonist 11.2%, PTHR1 ag inactive, TDP43 rescue -8.4%, FUS suppressor -10.3% and aSyn rescue -0.5%.
CCc1ccc(OCC2c3cc(OC)c(OC)cc3CCN2C(=S)NCCOC)cc1 (stereo not drawn) was read as EPAC1 antag -21.4%, EPAC2 ag 1.6%, EPAC1 ag 9.2%, EPAC2 antagonist -20.4%, PTHR1 ag -8.0%, TDP43 rescue inconclusive, FUS suppressor 36.8% and aSyn rescue 28.3%.
`COc1ccc(C(CNC(=O)c2ccc(NS(=O)(=O)c3ccc(F)c(C)c3)cc2)N2CCCC2)cc1` (stereo not drawn) gave EPAC1 antag 2.8%, EPAC2 ag -2.6%, EPAC1 ag 3.9%, EPAC2 antagonist -4.6%, PTHR1 ag inactive, TDP43 rescue 12.8% and aSyn rescue 3.0%.
`COc1cccc(Oc2ccc3nnc(C(F)(F)F)n3n2)c1` gave EPAC1 antag 26.5%, EPAC2 ag -5.2%, EPAC1 ag -0.6%, EPAC2 antagonist -12.3%, PTHR1 ag inactive, TDP43 rescue 2.0%, FUS suppressor 2.2% and aSyn rescue 15.2%.
`O=C(N/N=C/c1ccc(Sc2nc3ccccc3[nH]2)o1)c1ccncc1` gave EPAC1 antag -3.8%, EPAC2 ag 1.4%, EPAC1 ag -12.7%, EPAC2 antagonist 3.0%, PTHR1 ag inactive, TDP43 rescue 0.0% and aSyn rescue 5.3%.
For COc1ccc(Nc2nc(N)nc(CSCCO)n2)cc1 the results were EPAC1 antag 12.0%, EPAC2 ag 0.6%, EPAC1 ag -3.0%, EPAC2 antagonist 6.1%, PTHR1 ag -2.3%[57.5 µM], TDP43 rescue 12.0%, FUS suppressor 7.2% and aSyn rescue 0.9%.
`CCCCC1(C)NC(=O)N(CC(=O)Nc2cc(S(=O)(=O)N3CCOCC3)ccc2Cl)C1=O` (stereo not drawn) gave EPAC1 antag 1.2%, EPAC2 ag 4.9%, EPAC1 ag 2.5%, EPAC2 antagonist 4.7%, PTHR1 ag inactive, TDP43 rescue 5.3%, FUS suppressor -0.2% and aSyn rescue -0.4%.
`Cc1cc(C)cc(Cn2cc(CN3CC(N(C)C)CS3(=O)=O)nn2)c1` (stereo not drawn) gave EPAC1 antag -16.9%, EPAC2 ag 11.0%, EPAC1 ag 18.9%, EPAC2 antagonist 6.9%, PTHR1 ag -16.6%, TDP43 rescue 12.2%, FUS suppressor -10.6% and aSyn rescue -5.5%.

For convenience, 4 of the compounds above:
`COc1ccc(C(CNC(=O)c2ccc(NS(=O)(=O)c3ccc(F)c(C)c3)cc2)N2CCCC2)cc1` (stereo not drawn) gave EPAC1 antag 2.8%, EPAC2 ag -2.6%, EPAC1 ag 3.9%, EPAC2 antagonist -4.6%, PTHR1 ag inactive, TDP43 rescue 12.8% and aSyn rescue 3.0%.
`COc1cccc(Oc2ccc3nnc(C(F)(F)F)n3n2)c1` gave EPAC1 antag 26.5%, EPAC2 ag -5.2%, EPAC1 ag -0.6%, EPAC2 antagonist -12.3%, PTHR1 ag inactive, TDP43 rescue 2.0%, FUS suppressor 2.2% and aSyn rescue 15.2%.
`O=C(N/N=C/c1ccc(Sc2nc3ccccc3[nH]2)o1)c1ccncc1` gave EPAC1 antag -3.8%, EPAC2 ag 1.4%, EPAC1 ag -12.7%, EPAC2 antagonist 3.0%, PTHR1 ag inactive, TDP43 rescue 0.0% and aSyn rescue 5.3%.
For COc1ccc(Nc2nc(N)nc(CSCCO)n2)cc1 the results were EPAC1 antag 12.0%, EPAC2 ag 0.6%, EPAC1 ag -3.0%, EPAC2 antagonist 6.1%, PTHR1 ag -2.3%[57.5 µM], TDP43 rescue 12.0%, FUS suppressor 7.2% and aSyn rescue 0.9%.

Remaining list, next part.
For Cc1ccccc1NC(=O)N1CCCC1C(=O)NCc1cccs1 (stereo not drawn) the results were EPAC1 antag 2.6%, EPAC2 ag 8.3%, EPAC1 ag 4.5%, EPAC2 antagonist -3.7%, PTHR1 ag 7.7%[57.5 µM], TDP43 rescue -2.6%, FUS suppressor 4.3% and aSyn rescue -4.3%.
For CCN(CC)C(=O)CSc1nc2c(sc(=S)n2-c2ccccc2OC)c(=O)n1-c1ccccc1 the results were EPAC1 antag -17.2%, EPAC2 ag 17.6%, EPAC1 ag 9.9%, EPAC2 antagonist -8.3%, PTHR1 ag -2.8%, TDP43 rescue -9.8%, FUS suppressor inconclusive and aSyn rescue -7.0%.
Cc1ccc(S(=O)(=O)Nc2ccc(S(=O)(=O)Nc3ncccn3)cc2)cc1 was read as EPAC1 antag -7.6%, EPAC2 ag 7.0%, EPAC1 ag 5.4%, EPAC2 antagonist -0.8%, PTHR1 ag 5.1%[57.5 µM], TDP43 rescue 1.9%, FUS suppressor 20.6% and aSyn rescue -0.3%.
For COCCNC(=S)Nc1ccc(N2CCOCC2)c(S(=O)(=O)Nc2ccccc2OC)c1 the results were EPAC1 antag -9.9%, EPAC2 ag 4.6%, EPAC1 ag 10.1%, EPAC2 antagonist -9.8%, PTHR1 ag -21.4%, TDP43 rescue 8.7%, FUS suppressor inconclusive and aSyn rescue -13.6%.
CCn1nc(C)cc1C(=O)N1CCCC(C(=O)c2ccc(Oc3ccccc3)cc2)C1 (stereo not drawn) was read as EPAC1 antag 6.4%, EPAC2 ag 10.8%, EPAC1 ag 1.8%, EPAC2 antagonist -7.8%, PTHR1 ag -9.8%, TDP43 rescue inconclusive, FUS suppressor 35.2% and aSyn rescue 0.1%.
For Cc1ccc(N2C(=O)C(Cl)=C(N3CCCCCC3)C2=O)c(C)c1 the results were EPAC1 antag -6.6%, EPAC2 ag -3.5%, EPAC1 ag 8.4%, EPAC2 antagonist -7.8%, PTHR1 ag -31.3%[inhibitor], TDP43 rescue inconclusive, FUS suppressor 17.6% and aSyn rescue 0.4%.
CC(C)(C)C(=O)N(CCN(C(=O)C(C)(C)C)c1ccccc1)c1ccccc1 was read as EPAC1 antag 8.0%, EPAC2 ag -2.5%, EPAC1 ag 4.7%, EPAC2 antagonist -1.0%, PTHR1 ag -16.6%[57.5 µM], TDP43 rescue -1.5%, FUS suppressor 2.8% and aSyn rescue 2.7%.
`S=C(Nc1ccc(Cl)cc1)N1CCN(Cc2ccccc2)CC1` gave EPAC1 antag -9.0%, EPAC2 ag 4.2%, EPAC1 ag -12.1%, EPAC2 antagonist -5.2%, PTHR1 ag inactive, TDP43 rescue -7.9%, FUS suppressor -3.6% and aSyn rescue -3.9%.

Some of the compounds tested (hit frequency here may not be typical).
